Vif-APOBEC3G blk = blocks the Vif interaction with human APOBEC3G | Q9HC16 | HeLa A3G-eYFP + Vif (tagged APOBEC3G with the HIV-1 protein that degrades it), YFP fluorescence, overnight | Potency, µM (highest dose often 46.1 µM), without a hit: top-dose activity, negative = active, hits mostly inhibitors | 0.076% of 410,000 active;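 note: potency is the fitted concentration of half-maximal effect; % is set by controls: 0 for no effect and ±100 for the full control effect; nearly all actives have a fitted effect of over 60% in size; hits raise eYFP signal because A3G escapes Vif-driven loss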
Target sequence (Q9HC16 whole entry, looked up): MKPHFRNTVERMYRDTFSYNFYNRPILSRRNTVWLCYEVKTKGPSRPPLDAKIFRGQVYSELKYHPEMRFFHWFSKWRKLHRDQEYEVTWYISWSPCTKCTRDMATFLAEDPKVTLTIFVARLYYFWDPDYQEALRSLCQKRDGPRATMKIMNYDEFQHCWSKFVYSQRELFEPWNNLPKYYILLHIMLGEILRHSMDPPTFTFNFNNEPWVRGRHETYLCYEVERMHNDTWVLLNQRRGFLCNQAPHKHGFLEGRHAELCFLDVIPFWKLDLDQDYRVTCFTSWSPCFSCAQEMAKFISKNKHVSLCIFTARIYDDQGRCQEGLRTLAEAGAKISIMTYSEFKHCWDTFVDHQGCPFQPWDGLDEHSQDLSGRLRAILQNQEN
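HeLa cells stably expressing Vif and C-terminally eYFP-tagged A3G, seeded overnight at 37 deg C, then exposed to compound by pintool overnight at 37 deg C. Rise in yellow fluorescence (Ex 488/Em 500-530, Acumen) marks blocked Vif-driven A3G degradation.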
D1 antagonist = human D1 dopamine receptor antagonism | P21728 | HEK293 TREx D1 cells, calcium flux, dopamine EC80; stronger effect = lower value | activity change, negative = inhibition, % at 10 µM | 3.2% of 360,000 active | AID 504652; in the data active = activity change below about -30%; note: % is set by controls: 0 for no effect and ±100 for the full control effect
Target sequence (P21728 whole entry, looked up): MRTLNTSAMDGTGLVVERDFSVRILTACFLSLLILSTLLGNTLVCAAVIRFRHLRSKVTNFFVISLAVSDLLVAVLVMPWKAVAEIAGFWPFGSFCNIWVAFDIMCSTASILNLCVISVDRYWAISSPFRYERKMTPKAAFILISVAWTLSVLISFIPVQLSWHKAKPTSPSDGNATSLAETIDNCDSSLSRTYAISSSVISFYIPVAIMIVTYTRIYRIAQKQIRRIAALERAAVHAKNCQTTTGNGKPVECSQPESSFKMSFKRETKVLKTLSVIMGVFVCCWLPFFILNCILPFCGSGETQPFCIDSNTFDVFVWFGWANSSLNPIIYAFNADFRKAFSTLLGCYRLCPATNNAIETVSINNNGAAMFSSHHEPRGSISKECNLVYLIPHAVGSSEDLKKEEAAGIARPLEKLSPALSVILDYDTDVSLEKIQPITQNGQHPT
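HEK293 T-REx cells expressing inducible, force-coupled D1 receptor; no-wash Ca dye, 30–90 min RT. Cmpd → 180 s read at 1 Hz → EC80 DA → 180 s read.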
RXFP1 agonist = activates the human relaxin receptor RXFP1; Q9HBX9; HEK293T-RXFP1 cAMP TR-FRET, 30 min; response scale: percent of porcine relaxin response, buffer zero; Potency, µM (titrated, usually from 57.5 µM), inactives show at the highest dose activation, most hits filed as activators; 0.3% of 370,000 active; AID 2676; note: potency is the fitted concentration of half-maximal effect; % is set by controls: 0 for no effect and ±100 for the full control effect; nearly all actives have a fitted effect of over 60% in size; many of its hits are not listed in these tables
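Agonist response is measured as cAMP accumulation in an RXFP1-transfected HEK293T line under PDE4 inhibition. Values are scaled between buffer-only and 29 nM porcine relaxin, and EC50s come from standard Hill equation fits.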
LDHA block = LDHA (human) enzyme inhibition; P00338; purified LDHA, NADH/diaphorase-resazurin fluorescence; stronger effect = lower value; activity change, % (values are at about 110 or 230 µM); 0.15% of 480,000 active; AID 1347041; in the data active = activity change below about -30%; inconclusive = mostly about -25% to -30%;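 note: plate controls were DMSO wells for no effect and wells without enzyme for full effect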
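Remaining NADH was detected by diaphorase (0.133 mg/mL) converting 37 µM resazurin to fluorescent resorufin, read at 0 and 20 minutes. The preceding 5-minute room-temperature reaction used 2 nM LDHA, 0.2 mM sodium pyruvate and 0.06 mM NADH at pH 7.4.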
Vif-APOBEC3F blk = blocks the Vif interaction with APOBEC3F | HeLa A3F-eYFP + Vif (tagged APOBEC3F with the HIV-1 protein that degrades it), YFP fluorescence increase | Potency, µM (doses to about 46.1 µM), for the others: at the top dose activity, negative = active | 0.2% of 390,000 active; note: potency is the fitted concentration of half-maximal effect; % of control where 0% means no effect; nearly all actives have a fitted effect of over 65% in size
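HeLa cells stably expressing A3F-eYFP plus Vif, plated and incubated overnight at 37 deg C, then exposed to compounds overnight at 37 deg C. Blocked degradation read as raised yellow fluorescence (Ex 488/Em 500-530).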
GRP78 ERSR act = ER stress response induction in glioma. Potency, µM, for the others: top-dose activation, usual class: activators. U87-MG GRP78 promoter luciferase reporter, 16 h. AID 602332. 0.02% of 420,000 active; note: potency is the fitted concentration of half-maximal effect; series mostly up to about 76 µM; % of control where 0% means no effect; nearly all actives have a fitted effect of over 35% in size
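Stably transfected U87-MG human glioma cells carrying a GRP78-based luminescent sensor were seeded at 1000 cells/well, pin-dosed with compounds and incubated 16 h. Luciferase reagent was then added, and end-point luminescence was read after 10 min at room temperature.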
D1 agonist = human D1 receptor agonism. 1% of 360,000 active. activation, % at 2 µM. HEK293 T-REx D1 cells, calcium flux, agonist mode. AID 504660. P21728; in the data active = activation above about 30%; note: 0% is about no effect
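Inducible HEK293 T-REx D1 cells, force-coupled to calcium signalling, were plated at 4000 cells/well with tetracycline and held overnight at 30 C. After no-wash calcium dye loading, compound-evoked calcium rise over 180 s flagged agonists.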
D1 PAM = enhances dopamine response at the human D1 receptor. P21728. HEK293 TREx D1 cells, calcium flux, dopamine EC20 potentiation. potentiation, % at 10 µM. 0.036% of 360,000 active; in the data active = potentiation above about 30%; note: 0% is about no effect
D2 potentiator = positively modulates the human D2 dopamine receptor allosterically; AID 485347; 0.34% of 340,000 active; HEK293 T-REx D2, calcium flux, EC20 dopamine potentiation; potentiation, % at 10 µM;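 active = potentiation over 3 SD above the plate norm, cut at about 30% in these data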; note: 0% is about no effect
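Cells plated with tetracycline inducer and held overnight at 30 C; calcium dye loaded 30–90 min at room temperature; baseline taken, compound added and read 180 s; EC20 dopamine then added and read 180 s.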
Active calls of the source: *; ? = inconclusive; . = not tested or not shown. Unless noted, calls come from the whole dose curve; as a rule, active = well fitted curve in the direction sought with a large enough effect; inconclusive = small, poorly fitted or top-dose-only effect, or another doubt; inactive = no such curve, though single readings can be large; an effect the other way counts as inactive or inconclusive.

Structure	Vif-APOBEC3G blk	D1 antagonist	RXFP1 agonist	LDHA block	Vif-APOBEC3F blk	GRP78 ERSR act	D1 agonist	D1 PAM	D2 potentiator
Cc1ccc(CN2CCN(/N=C/c3cc(Br)cc(Br)c3O)CC2)c(C)c1	-1%	2	-0.3%	-1	-6%	-2%	1	-4	-9
COc1ccc(CCNC(=O)c2ccc3[nH]c(C)c(C)c3c2)cc1OC	-2%	0	2.4%	-3	-6%	-3%	4	-6	15
Cc1cc(=O)oc2cc(NC(=O)C3CC(=O)N(Cc4ccccc4)C3)ccc12 (centres undefined)	1%	-6	0.6%	-2	.	4%	1	-11	-6
CN1CCN(S(=O)(=O)c2ccc(Oc3ccc(F)c(Cl)c3)nc2)CC1	-5%	-4	-1.1%	-6	3%	-4%	4	-3	4
O=C(C1CCC(Cn2c(=O)c3sccc3n(Cc3ccccc3F)c2=O)CC1)N1CCOCC1 (centres undefined)	2%	-5	-0.8%	-11	-3%	-3%	1	-2	-4
Cc1nn(C)c(C)c1NC(=O)COc1ccc(Cl)cc1Br	0%	-3	-1.3%	-3	6%	1%	11	-8	16
CCCCCn1c(=O)c(-c2nc3ccccc3[nH]2)c(O)c2ccccc21	-6%	5	18%	-10	10%	1%	1	-3	18
COc1ccccc1N(CC(=O)NCc1ccccc1C)S(=O)(=O)c1ccc(C)cc1	-1%	0	-2.9%	-5	2%	-2%	3	-2	11
CCC(c1nnc(SCC(=O)Nc2ccc(Cl)cc2C(F)(F)F)n1C1CCCCC1)N(C)C (centres undefined)	2%	4	-1.7%	-4	2%	-2%	2	6	2
COc1ccc(N2CCN(C(=O)c3cc(C)oc3C)CC2)cc1	0%	-5	1.4%	-14	-3%	-3%	8	-6	3
COc1ccc(CNC(=O)CSc2nc3c(oc4ccccc43)c(=O)n2CC2CCCO2)cc1 (centres undefined)	0%	-1	3.1%	-4	1%	-3%	1	-4	11
CC1OC23CCCCC2C(C#N)(C(=N)O3)C1(C#N)C#N (centres undefined)	-1%	-43*	2.8%	-1	1%	-5%	-1	-4	10
O=C(CSc1nc2ccsc2c(=O)n1NC(=O)c1ccccc1)NCc1ccco1	5%	3	-1.5%	2	-7%	7%	0	0	14
Cc1ccc(S(=O)(=O)N(C)C)cc1NC(=O)C(C)NC(C)c1cccs1 (centres undefined)	2%	-5	-1.5%	-3	-7%	-2%	2	-3	-9
CSc1nnc(CNC(=O)C23CC4CC(CC(C4)C2)C3)n1Cc1ccccc1	-6%	3	-0.8%	-6	-12%	-3%	5	5	10
O=C(Cn1nnc(-c2ccc(Cl)cc2)n1)NC1CCN(Cc2ccccc2)CC1	-2%	-59*	2.7%	-2	-5%	-2%	37*	-10	7
COc1ccc(NC(=O)C2CCN(C(=O)c3cccs3)CC2)cc1	1%	3	0.9%	-2	-6%	-4%	-1	-4	-5
CN(Cc1ccccc1F)C(=O)C1CCCN(C(=O)c2ccc(Cl)cc2)C1 (centres undefined)	-1%	-19	1.2%	-1	-2%	-2%	3	-1	-2
Cn1c(=O)[nH]c(=O)c2c1ncn2CCN1CCCCC1	-2%	11	0.8%	-5	-6%	-7%	2	-7	10
CCOC(=O)N1CCN(C(=O)CNC(=O)c2nn(-c3ccc(OC)c(OC)c3)c(=O)c3ccccc23)CC1	3%	-5	1.5%	-8	-9%	-2%	1	0	7
CCOc1cc(N2CCOCC2)c(OCC)cc1NC(=O)c1c(-c2ccccc2)noc1C	-9%	3	-0.3%	4	-13%	-2%	0	-3	14
O=[N+]([O-])c1ccc(C(=S)N2CCN(Cc3ccccc3)CC2)cc1	-6%	-10	0.2%	-3	5%	-3%	4	-8	-10
COC(=O)C(C)N(C#N)c1nc(C)cc(C)n1 (centres undefined)	-1%	11	0.4%	-6	6%	-4%	0	-1	-5
CCOC(=O)Cc1ccc(NC(=O)N2CCSc3ccccc32)cc1	3%	-14	-2.4%	-8	-2%	-1%	4	-3	-9
CCCc1ccc(-c2ccc(/C=C/C(=O)O)cc2)nc1	0%	4	-0.5%	-8	1%	-12%	4	9	-14
CCCCCCC(=O)N1CCN(c2cc3c(cc2F)c(=O)c(C(=O)O)cn3CC)CC1	2%	.	.	4	-7%	-4%	.	.	.
CN(C)S(=O)(=O)c1cccc(NC(=O)CSc2nc3ccccc3n2-c2ccccc2)c1	1%	8	-0.5%	-8	-6%	-3%	6	-1	-17
Cc1ccc(-c2nnc(SCC(=O)NC3CCCc4ccccc43)n2N)cc1 (centres undefined)	0%	2	1.4%	-3	8%	-5%	-1	0	11
COc1ccc2c(c1)CCC/C2=N\NC(=O)c1ccoc1C	0%	-7	-1.1%	-1	2%	-2%	2	6	-2
COc1ccc(-c2sccc2C(C)C(=O)O)cc1 (centres undefined)	2%	-6	2.1%	-9	6%	-5%	1	0	4
CCCc1nnc(NC(=O)c2cccs2)s1	0%	4	0.5%	2	-1%	-4%	2	-11	7
COc1cc(CNCCCN2CCOCC2)c(Br)cc1OCC(=O)Nc1ccccc1C	-1%	.	4.6%	-9	2%	0%	0	6	11
COc1ccc(N2CCN(C(=O)CSc3nc4ccccc4c(=O)[nH]3)CC2)cc1	-7%	-1	2.5%	-2	-8%	-5%	0	-7	.
CCOc1ccc(C(C)NC(=O)c2ccccc2OCc2c(C)noc2C)cc1OCC (centres undefined)	-5%	44	1.1%	1	-21%	-3%	1	-3	-14
O=C(COC(=O)c1cc(=O)[nH]c2ccccc12)Nc1ccc(F)cc1F	0%	.	.	1	9%	-2%	.	.	.
COc1ccc(CCN(C)C(=O)CN2C(=O)NC3(CCCCCC3)C2=O)cc1OC	0%	-60*	-1.9%	-3	1%	-1%	-1	-6	1
CN(C)c1ccc(C=Nc2ccccc2C(N)=O)cc1	?	-14	-0.7%	-1	-7%	-12%	4	-2	-9
CCc1ccc(OCC(=O)NC(Cc2c[nH]c3ccccc23)C(=O)O)cc1 (centres undefined)	.	3	3.1%	-3	.	.	2	-2	6
CN(CC(=O)Nc1ccc(Cl)cc1)CC(=O)Nc1cccc2ccccc12	-19%	-11	1.9%	3	-13%	2%	5	2	13
COC(=O)c1nnn(-c2nonc2N)c1CSc1ccc(Cl)cc1	0%	-19	1.2%	-8	-1%	-2%	2	-6	-12
COC(=O)c1ccc(C2c3c(oc4ccccc4c3=O)C(=O)N2c2nc(C)c(C(=O)OC)s2)cc1 (centres undefined)	2%	8	0.0%	-7	2%	-3%	1	3	9
CCC(NS(=O)(=O)c1ccc(C)cc1)C(=O)Nc1ccc(NC(C)=O)cc1 (centres undefined)	0%	-13	-0.2%	0	5%	-2%	3	-1	1
O=C(C/C=N\O)Nc1ccc(Oc2ccccc2)cc1	-6%	1	0.8%	-7	-4%	7%	2	0	1
COc1ccc(S(=O)(=O)Nc2nc3n(n2)C(c2ccc(Cl)cc2)CC(=O)N3)cc1 (centres undefined)	-6%	-5	0.2%	0	-5%	-3%	1	-1	3
Cc1ccc(NCCNc2ccc(C)cc2)cc1	-4%	-3	0.2%	1	2%	0%	1	-1	-5
CCOC(=O)C1=C(c2ccccc2)N=c2s/c(=C\c3ccco3)c(=O)n2C1c1cccs1 (centres undefined)	2%	-6	-1.7%	5	0%	-2%	1	-4	11
O=C(OCC(=O)c1ccc(Cl)s1)c1ccc(CO)cc1	3%	-25	1.6%	-7	3%	0%	4	-9	-3
CC1=C(C(=O)N2CCOCC2)C(c2cc(C)ccc2C)NC(=S)N1 (centres undefined)	-4%	2	0.1%	-6	-4%	-3%	2	0	3
Cc1c(NC(=O)c2cc3nc(-c4ccc(Cl)cc4)cc(C(F)(F)F)n3n2)c(=O)n(-c2ccccc2)n1C	1%	-18	0.5%	-7	0%	-5%	-2	0	-2
C/C(=N\NC(=O)COc1ccccc1[N+](=O)[O-])c1cccs1	0%	1	3.1%	-7	10%	3%	4	1	4

Record cards, as listed above. Screens in order: Vif-APOBEC3G blk, D1 antagonist, RXFP1 agonist, LDHA block, Vif-APOBEC3F blk, GRP78 ERSR act, D1 agonist, D1 PAM, D2 potentiator
Cc1ccc(S(=O)(=O)N(C)C)cc1NC(=O)C(C)NC(C)c1cccs1 (centres undefined) across the screens: 2%, -5, -1.5%, -3, -7%, -2%, 2, -3, -9
CC1=C(C(=O)N2CCOCC2)C(c2cc(C)ccc2C)NC(=S)N1 (centres undefined) across the screens: -4%, 2, 0.1%, -6, -4%, -3%, 2, 0, 3

(more compounds)
Structure	Vif-APOBEC3G blk	D1 antagonist	RXFP1 agonist	LDHA block	Vif-APOBEC3F blk	GRP78 ERSR act	D1 agonist	D1 PAM	D2 potentiator
C[C@@H](C(=O)NC1CCCC1)N1C(=O)N2CCc3c([nH]c4ccccc34)[C@@]2(C)C1=O	1%	1	-1.7%	2	15%	-4%	2	-1	22
CCc1cc2c(C)cc(=O)oc2cc1Oc1ncccc1[N+](=O)[O-]	.	3	-0.5%	.	.	.	2	6	6
Cc1nc(NC(=O)CSc2nnnn2C)sc1C	0%	7	-0.8%	-11	-5%	9%	1	5	0
O=C(NCc1ccc(Cl)cc1)c1cc2c(nc3sccn32)s1	-19%	-59*	?	2	0%	-3%	1	-14	-18
CN(C(=O)c1cccc(NC(=O)Cc2ccc(NC(=O)C3CCN(C(=O)C4CC4)CC3)cc2)c1)C1CCC1	-4%	.	.	-3	0%	-1%	.	.	.
Cn1c(=O)n(C)c2cc(NS(C)(=O)=O)ccc21	-1%	14	0.2%	-1	2%	-8%	2	-2	7
Cn1cccc1Cc1nnc(SCC(=O)Nc2ccc(F)cc2)n1CCc1ccccc1	-11%	2	1.2%	-6	-2%	0%	0	0	-12
COc1ccc(-c2[nH]ncc2/C=N\NS(=O)(=O)c2ccccc2)cc1OC	0%	13	1.9%	-7	-4%	-1%	1	-5	11
CCOC(=O)C1(CCOC)CCN(Cc2cccc(OCc3ccccc3)c2)CC1	8%	-20	0.2%	-1	-2%	-2%	3	-5	-20

From PubChem BioAssay

Not all compounds are listed, so the mix of outcomes need not match the whole.
